# Screening data deposited in PubChem BioAssay by National Center for Advancing Translational Sciences (NCATS).
# HEK293 viab: GF-AFC viability counterscreen for inhibitors of alpha-synuclein gene (SNCA) expression | HEK-293-SNCA-luc viability, GF-AFC fluorescence, 24 h | Potency, µM (highest dose often 57.1 µM), inactives show at the top dose activity change, negative = cytotoxicity, usual class: cytotoxic | 150,000 tested, 0.12% active;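 further: potency means the concentration at half of the fitted maximal effect; 0% = DMSO-treated cells and -100% = medium-only wells without cells; nearly all actives have a fitted effect of over 30% in size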
#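 HEK-293-SNCA-luc cells (1500/well) plated 24 h, then exposed 24 h to a dilution series; GF-AFC added 30 min at 37C, fluorescence 405/540 nm; normalised to medium-only and DMSO wells, Hill fit.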
# HEK cytotox: Cytotoxic Profiling in HEK 293 Cell Line of Diverse Libraries Using Quantitative High-Throughput Screening. Potency, µM (top dose mostly 115 µM), for inactives: at the top dose activity change, negative = cytotoxicity, most hits filed as inhibitors. 94,000 tested, 6.6% active. HEK 293 viability, ATP luminescence (CellTiter-Glo), 48-72 h; further: potency means the concentration at half of the fitted maximal effect; nearly all actives have a fitted effect of over 60% in size
#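 Read-out: CellTiter-Glo ATP luminescence. Cells: HEK 293, 250 cells/well. Exposure: 48 or 72 hr, 37 degree Celsius.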
# SNCA expr inh: Primary qHTS assay for inhibitors of alpha-synuclein gene (SNCA) expression. 140,000 tested, 0.17% active. HEK-293 SNCA-luciferase knock-in, luminescence, 24 h. Potency, µM (titrated, usually from 57.2 µM), for the others: at the highest dose activity change, negative = inhibition, hits mostly inhibitors;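 further: potency means the concentration at half of the fitted maximal effect; plate controls were DMSO cells for no effect and cell-free wells for full effect; nearly all actives have a fitted effect of over 45% in size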
# IP6K1 inhibitor: Primary qHTS assay for small molecule inhibitors of Inositol hexaphosphate kinase 1 (IP6K1); Inositol hexakisphosphate kinase 1 (Homo sapiens), Q92551; IP6K1 kinase, ADP-Glo luminescence, 2 h; active compounds read low; activity change, % (series mostly up to about 58 µM); 140,000 tested, 0.81% active; AID 1645851, 2021; in the data active means activity change below about -25%
# Target sequence (Q92551 whole entry, looked up): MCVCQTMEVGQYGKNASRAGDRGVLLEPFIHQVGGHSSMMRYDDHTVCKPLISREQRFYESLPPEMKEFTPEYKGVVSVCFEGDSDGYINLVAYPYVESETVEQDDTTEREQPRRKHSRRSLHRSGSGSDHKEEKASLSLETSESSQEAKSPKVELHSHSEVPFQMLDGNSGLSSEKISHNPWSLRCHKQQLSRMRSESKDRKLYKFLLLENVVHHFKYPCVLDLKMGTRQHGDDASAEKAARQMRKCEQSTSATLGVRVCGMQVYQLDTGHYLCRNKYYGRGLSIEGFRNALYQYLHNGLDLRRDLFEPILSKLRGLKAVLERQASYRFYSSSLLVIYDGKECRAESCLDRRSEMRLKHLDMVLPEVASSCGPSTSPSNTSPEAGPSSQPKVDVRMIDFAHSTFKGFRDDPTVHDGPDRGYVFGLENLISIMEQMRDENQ
#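 ADP-Glo luminescence measures ADP made by human IP6K1 during a 2 h RT reaction with ATP/IP6 (mix at 1.3 mM/130 uM); top library doses 57.5 and 19.1 uM final.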
# Luciferase inh: Firefly luciferase inhibition profiling of diverse chemical library using quantitative high-throughput screening; 76,000 tested, 2.5% active; Luciferin 4-monooxygenase (Photinus pyralis), P08659; purified P. pyralis luciferase, luminescence, biochemical; AID 1347043, 2019; Potency, µM (doses to about 115 µM), for inactives: top-dose activity change, negative = inhibition, hits mostly inhibitors; further: potency means the concentration at half of the fitted maximal effect; nearly all actives have a fitted effect of over 65% in size
# Target sequence (P08659 whole entry, looked up): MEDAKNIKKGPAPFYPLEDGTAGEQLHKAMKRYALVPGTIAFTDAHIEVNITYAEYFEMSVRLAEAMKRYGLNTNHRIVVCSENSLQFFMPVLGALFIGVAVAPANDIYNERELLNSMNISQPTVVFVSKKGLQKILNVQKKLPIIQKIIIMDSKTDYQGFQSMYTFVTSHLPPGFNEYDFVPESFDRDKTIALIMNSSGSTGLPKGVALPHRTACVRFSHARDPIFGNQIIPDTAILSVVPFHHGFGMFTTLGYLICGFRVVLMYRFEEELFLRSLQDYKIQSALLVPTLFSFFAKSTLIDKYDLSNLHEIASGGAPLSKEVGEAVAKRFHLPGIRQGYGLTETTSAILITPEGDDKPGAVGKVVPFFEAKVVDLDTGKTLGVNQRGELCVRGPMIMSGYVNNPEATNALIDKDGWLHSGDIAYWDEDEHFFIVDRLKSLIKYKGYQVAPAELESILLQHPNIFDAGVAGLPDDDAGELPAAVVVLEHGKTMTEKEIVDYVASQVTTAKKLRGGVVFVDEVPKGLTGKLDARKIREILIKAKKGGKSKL
#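 Luminescence read by CCD imaging after purified firefly luciferase (10nM final) was added to substrate buffer holding 10uM D-luciferin and 10uM ATP, pH 7.5, pre-dosed with compound.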
# 3T3 cytotox: Cytotoxic Profiling in NIH 3T3 Cell Line of Diverse Libraries Using Quantitative High-Throughput Screening; NIH 3T3 viability, CellTiter-Glo ATP luminescence, 48-72 h; 94,000 tested, 4.3% active; Potency, µM (titrated, usually from 96.7 µM), without a hit: at the top dose activity change, negative = cytotoxicity, most hits filed as inhibitors; AID 1345082, 2018; further: potency means the concentration at half of the fitted maximal effect; nearly all actives have a fitted effect of over 55% in size
#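 Cytotoxicity was measured by CellTiter-Glo ATP luminescence after 48 or 72 h compound exposure at 37 °C. Mouse NIH 3T3 fibroblasts were seeded at 400 cells/well and dosed by 23 nL pin transfer.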
# GPT2 inhibitor: Primary qHTS assay for inhibitors of Glutamate pyruvate transaminase 2 (GPT2) | Recombinant GPT2, coupled pyruvate oxidase/HRP Amplex Red fluorescence | Alanine aminotransferase 2 (Homo sapiens), Q8TD30 | Potency, µM (doses to about 57.7 µM), for inactives: top-dose activity change, negative = inhibition, hits mostly inhibitors | 100,000 tested, 0.25% active; further: potency means the concentration at half of the fitted maximal effect; nearly all actives have a fitted effect of over 60% in size; many of its hits are not listed in these tables
#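 Fluorescence read-out: pyruvate from GPT2 turnover coupled to pyruvate oxidase, HRP and Amplex Red (0.2mM ThPP, 0.2U/mL PO and HRP, 50uM Amplex final). Substrates 250uM a-KG, 2mM L-alanine; enzyme 10ng/uL; 30 min RT.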
# Active calls of the source: *; i = inactive; ? = inconclusive; . = not tested or not shown; & = joins results of further samples; [ ] = remark or other dose. Unless noted, the call rests on the fitted dose curve; in most records, active means well fitted curve in the direction sought with a large enough effect; inconclusive means small, poorly fitted or top-dose-only effect, or another doubt; inactive means no such curve, though single readings can be large; an effect the other way counts as inactive or inconclusive. Unless noted, on the % scale 0 is the no-effect control and ±100 the full control effect. An excerpt. The share of hits here may be higher or lower than overall.
# Order of values: 3T3 cytotox	HEK cytotox	Luciferase inh	IP6K1 inhibitor	GPT2 inhibitor	HEK293 viab	SNCA expr inh
N#Cc1ccc(C(=O)N2CCC3(CC2)NC(=O)N(Cc2ccc(F)cc2)C3=O)cc1
    ?	?	10%	0	i	8%	-13%
COc1cc(NC(=O)Cn2c(SCc3ccc(F)cc3)nc3cccnc32)cc(OC)c1
    .	.	.	58	.	5%	34%[activator]
CC1=C[C@@H](CN2CCC(O)CC2)[C@H](C(C)C)C[C@H]1Cc1nnc(-c2ccc([N+](=O)[O-])cc2)o1
    ?	?	8%	-9	4%	-17%	-13%
O=S(=O)(c1ccccc1)N1CC(n2cnnc2C2CCCO2)C1 (centres undefined)
    -5%	i	.	28	i	-10%	6%
O=C(CCCN1CCC(O)(c2ccc(Br)cc2)CC1)c1ccc(F)cc1
    .	.	.	-2	-13%	11%[23.9 µM]	1%[25.6 µM]
CCOCCc1nn2c(=O)cc(COC(=O)CNC(=O)c3ccc(C(C)(C)C)cc3)nc2s1
    .	.	.	-20	.	-4%	-4%
Cn1cnc(C(=O)N2CCC(Cc3ccc(C(N)=O)cc3)CC2)c1
    -7%	-2%	4%	4	-3%	-1%	0%
O=C(NC1CC1)c1cc(-c2ccccc2C(F)(F)F)nc2onc(C3CCNC3)c12 (centres undefined)
    ?	-30%	.	1	i	5%	4%
C=CCN1CCN(CC2(O)CCCN(Cc3cc(OC)ccc3F)C2=O)CC1 (centres undefined)
    -20%	-27%	-12%	5	-2%	-12%	3%
COc1ccc(Nc2cc3c(cn2)CN(C)CCN3C)cc1OC
    ?	-28%[172 µM]	12%[172 µM]	-17	?	-24%[87.6 µM]	-29%[87.6 µM]
CC(CCC(=O)N1CCn2nc(Cc3ccccc3)cc2C1)N1CCCC1 (centres undefined)
    -25%	-21%	-7%	-13	1%[11.5 µM]	8%	8%
COc1cc(C)ccc1OCCSc1nc2ccc(NC(=O)c3cccs3)cc2s1
    .	.	.	-1	.	13%	12%
CCNC(=O)N(C1CC1)C1CCOC2(CCN(C(=O)COc3ccc(C)cc3)CC2)C1 (centres undefined)
    -14%	-9%	-7%	-14	i	?	-7%
CC(C)c1nc(C2Cc3ccccc3N2S(=O)(=O)c2cn(C)cn2)no1 (centres undefined)
    -9%	3%	-12%	21	i	-1%	27%
COc1ccc(C2CC(=O)c3cc(-c4nc(-c5ccc(C)cc5)cs4)c(=O)[nH]c3C2)cc1 (centres undefined)
    .	.	.	-6	.	-6%	?
CCCCCCOc1ccc(C2C(=O)N(C3CCCCC3)CC(=O)N2CCCC)cc1 (centres undefined)
    .	.	.	5	.	-13%	-12%
Cc1cc(C)cc(N2C(=O)CS(=O)(=O)C23C(=O)N(C)c2ccccc23)c1 (centres undefined)
    .	.	.	2	.	8%	?
COCCn1c(=O)n([C@H]2CCCN(C(=O)COc3ccccc3)C2)c2ncccc21
    -14%	i	0%	3	i	?	?
CS(=O)(=O)c1ccc(CN2C[C@@H]3OCC(=O)N(c4ccccc4)[C@@H]3C2)cc1
    ?	?	0%[172 µM]	-2	4%[88.5 µM]	0%[87.6 µM]	?
COC(=O)[C@@H]1Cc2c([nH]c3ccccc23)[C@H]2C[C@@H](NC(C)C)C[C@@H](c3ccccc3)N21
    40µM*	35µM*	?	-3	0%[88.5 µM]	?	-17%[87.6 µM]
CCCc1noc(-c2cn(C3CCN(C(=O)c4ccc5c(c4)OCO5)CC3)nn2)n1
    ?	-27%	13%	0	i	-7%	4%
O=[N+]([O-])c1cc(-c2nc(-c3ccccc3)no2)ccc1N1CCCC1
    .	.	.	-12	.	-8%	?
COc1nnc(-c2ccc(N3CCCCC3)c(NC(=O)c3ccccc3)c2)c2ccccc12
    .	.	.	-5	.	10%	-9%
CCN(Cc1ccco1)C(=O)[C@@H]1CN(c2ncccn2)C[C@H]1COC
    -8%	-29%	2%	2	i	-3%	3%
CCOC(=O)N1CCN(Cc2nc3cc(NC(=O)c4ccccc4[N+](=O)[O-])ccc3n2C(C)C)CC1
    .	.	.	-14	.	-2%	-6%
COc1ccccc1NC(=O)Cn1c(=O)n(-c2cccc(Cl)c2)c(=O)c2c1c1cc(C)ccc1n2C
    .	.	.	-9	.	0%	4%
COC[C@H]1CCCN1C(=O)C[C@@H]1O[C@H](CNS(C)(=O)=O)[C@@H](O)[C@H]1O
    -20%[174 µM]	-2%[172 µM]	-10%[172 µM]	-3	i	8%[87.6 µM]	-15%[87.6 µM]
CCCCCCCCc1ccc(-c2ccc(C(=O)O)cc2)cc1
    .	.	.	.	-6%	1%	-4%
O=C1NCCCCCCN(Cc2ccncc2)[C@@H]2CN(Cc3ccncc3F)CC[C@H]12
    -11%	-8%	-1%	2	-1%	-6%	7%
O=C1NCCCCCCN(S(=O)(=O)c2ccccc2)[C@H]2CCCC[C@@H]12
    -24%	-18%	-1%	9	i	-9%	-6%
COC(=O)c1ccc(NC(=O)CCc2c(C)nc3c(c(C)nn3C(C)(C)C)c2C)cc1
    .	.	.	21	.	-1%	-7%
O=C(c1ccccc1)N(C1CC1)C1CCOC2(CCNCC2)C1 (centres undefined)
    -10%	-7%	2%	0	0%	2%	-12%
C=CCn1c(=O)c2cnc(Nc3ccc(N4CCN(C)CC4)cc3)nc2n1-c1cccc(C(C)(C)O)n1
    .	.	.	6	-6%&-18%	?	0.48µM*
C=CCOC(=O)C1=C(C)N=C2SC=C(CC(=O)N3CCCC3)N2C1c1cc(OC)cc(OC)c1 (centres undefined)
    -17%	?	6%	-2	i	-6%	17%
Cc1nc(NC2CCCC2)ncc1C(=O)O
    -8%	3%	-5%	-3	-2%	8%	-9%
COc1cc(Cl)c(C)cc1NC(=O)c1cc2n(n1)CC(c1ccc(Cl)cc1)OC2 (centres undefined)
    ?	?	1%	7	i	-9%	-13%
N#Cc1ccc(CN2CCC3(CC2)COCCN3C(=O)OCc2ccccc2)cc1
    ?	?	-13%[172 µM]	1	-20%[88.5 µM]	-12%[87.6 µM]	-6%[87.6 µM]
COc1ccc(OC)c([S+](=O)([O-])c2nnn3c2nc(NC2CCCC2)c2ccccc23)c1
    -16%	1%	.	3	-12%	-6%	13%
Cn1cc(CN2Cc3ccc(C(=O)Nc4nccs4)cc3OCC2=O)cn1
    ?	?	-19%[172 µM]	-4	1%[88.5 µM]	0%[87.6 µM]	29%[87.6 µM]
COCCc1nn2c(=O)cc(COC(=O)C(c3ccccc3)c3ccccc3)nc2s1
    .	.	.	-2	.	11%	-8%
Cc1cc(C2CCCN2C(=O)c2ccc(F)cc2F)on1 (centres undefined)
    -9%	i	-5%	-2	i	2%	4%
O=C(NC1CCCCC1)c1nc2sccn2c1-c1ccncc1
    -26%	i	.	4	5%	-5%	19%
O=C(Nc1cccc(-c2nnc3n2CCCC3)c1)c1nccc2ccccc12
    ?	?	?	16	i	4%	142%[activator]
Cc1ccccc1-n1nc(C)c(CCC(=O)NC(C)C)c1Oc1ccccc1
    -25%	-13%	2%	-6	i	-9%	-7%
CCC(C)NC(=O)CSc1nnc(-c2ccc(C)cc2)c(-c2ccc(C)cc2)n1 (centres undefined)
    .	.	.	1	.	-1%	-2%
O=C(NCCCN1CCN(c2ccccc2)CC1)c1nnc(Cc2c(F)cccc2Cl)o1
    .	.	.	-3	.	3%	-21%
CCCNC(=O)Cn1ncc2c3ccccc3n(CCC)c2c1=O
    .	.	.	-6	.	0%	-5%
Cc1ccc2ncc(C(=O)NC(C)c3ccccc3)c(=O)n2c1 (centres undefined)
    .	.	.	6	.	-2%	22%
Cc1cccc(S(=O)(=O)N2C[C@@H](F)C[C@H]2C(=O)N2CCc3ccccc3C2)c1
    -4%	7%	-3%	7	i	-2%	-1%
Cc1nn2c(c1-c1ccccc1Oc1ccccc1)N(CC1CC1)CCC2
    32µM*	28µM*	11%[172 µM]	10	-3%[88.5 µM]	?	?

# A few values from the list:
# For SNCA expr inh, Cc1cc(C2CCCN2C(=O)c2ccc(F)cc2F)on1 (centres undefined) is entered as 4%
# For SNCA expr inh, CCCNC(=O)Cn1ncc2c3ccccc3n(CCC)c2c1=O is entered as -5%

# Other structures follow:
# Order of values: 3T3 cytotox	HEK cytotox	Luciferase inh	IP6K1 inhibitor	GPT2 inhibitor	HEK293 viab	SNCA expr inh
COc1cccc(NC(=O)Cn2c(=O)n(CCc3ccccc3)c(=O)c3c4c(sc32)CN(C(C)=O)CC4)c1
    .	.	.	5	.	-5%	-18%
Fc1ccc2oc([C@H]3CCN(Cc4ccc(F)c(F)c4)C3)nc2c1
    -26%[138 µM]	?	-13%[172 µM]	15	-13%[88.5 µM]	6%[87.6 µM]	-22%[87.6 µM]
O=C(Nc1ccc(F)cc1)c1cccn1-c1nnc(N2CCCCC2)s1
    .	.	.	16	.	-15%	23%
CCCCCNC(=O)CCn1c(=O)[nH]c2ccccc2c1=O
    .	.	.	2	.	2%	?
CCCSc1ncc(Cl)c(C(=O)Nc2sc3c(c2C(=O)NCCOC)CCCC3)n1
    .	.	.	-9	.	7%	-14%
Cc1nc(-c2cn(C3CCCN(C(=O)c4ccc(C(C)(C)C)cc4)C3)nn2)no1 (centres undefined)
    -17%	?	0%	14	4%	-1%	-6%
CC(C)COC(=O)N1C[C@@H](CO)[C@@H]2Oc3ccc(Cl)cc3[C@@H]21
    ?	?	.	8	.	.	.
O=C(CSc1nc2c([nH]c3ccccc32)c(=O)n1-c1ccc(Cl)cc1)N1CCc2ccccc21
    .	.	.	-10	.	1%	25%
Cc1nn(C(=O)CCC(=O)N2CCC(C)(c3noc(C4CC4)n3)CC2)c2ccccc12
    -9%	?	-10%	2	i	3%	3%
Cc1cccc(Oc2nc3c(C)cccn3c(=O)c2/C=C(\C#N)c2nc3ccccc3s2)c1
    .	.	.	-16	.	19%	48%[activator]
OC1(c2ccccc2)CCNCC1
    .	.	.	-3	2%	0%[23.9 µM]	-40%[25.6 µM]
